SR-BI HDL uptake = inhibitors of SR-BI mediated HDL lipid uptake, primary screen, ldlA[mSR-BI] cells, fluorescence, single point. ldlA[mSR-BI] CHO cells, DiI-HDL uptake fluorescence, 3 h. inhibition, % at 12.5 µM. hit rate 0.96% among 320,000;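 active = mean replicate inhibition of at least 70% and a set share of replicates each scoring 70 or more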;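 note: 0% = median of neutral control wells and 100% = median of positive control wells; values of inactives mirror those of a sister screen read the other way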
Rtt109 HAT inh = inhibitors of C. albicans Rtt109/Vps75 HAT, primary screen, biochemical, ThioGlo CoA-SH fluorescence, plate reader. Histone acetyltransferase RTT109 (Candida albicans (strain SC5314 / ATCC MYA-2876)), …. purified Rtt109/Vps75, 4 h. inhibition, % at 34.9 µM. hit rate 0.16% among 330,000. AID 540336, 2011;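 active = inhibition of at least 50% in every replicate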
NSD2 inh = NSD2 histone methyltransferase inhibitors, primary screen, biochemical, AlphaScreen, single concentration, set 2 | Histone-lysine N-methyltransferase NSD2 (Homo sapiens), O96028 | NSD2 peptide methylation, 120 min | inhibition, % at 12.5 µM | hit rate 0.54% among 310,000 | AID 743445, 2014; in the data active = inhibition above about 50%
CAL PDZ FP-1 = untagged CAL PDZ binding inhibitors, primary screen, biochemical, fluorescence polarization, HTS | Golgi-associated PDZ and coiled-coil motif-containing protein (Homo sapiens), Q9HD26 | purified CAL PDZ, TMR-peptide fluorescence polarization, 1 h | inhibition, % at 24.9 µM | hit rate 0.92% among 300,000 | AID 602252, 2012;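 active = mean inhibition of at least 30% with at least half of replicates also reaching 30%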;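 note: 0% = DMSO neutral control and 100% = excess unlabeled competitor peptide PRC23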
MITF TRPM1 HTS = activators of MITF-driven TRPM1 promoter reporter, primary screen, cell-based, SK-MEL-5, luciferase, single point; SK-MEL-5 TRPM1-promoter luciferase, 24 h; % of positive control, neutral wells = 0; activation, % at 12.5 µM; hit rate 0.75% among 300,000; AID 588334, 2011;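 active = mean activation of at least 80% with every replicate also reaching 80%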;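 note: 0% = neutral control wells and 100% = parthenolide positive control wells; values of inactives mirror those of a sister screen read the other way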
PfHsp90 set2 = growth inhibition of PfHsp90-expressing yeast, primary screen, antimalarial PfHsp90 inhibitor project, S. cerevisiae, BacTiter-Glo luminescence, single point, set 2; BacTiter-Glo ATP, 48 h; yeast lacking PDR1 and PDR3 efflux regulators; inhibition, % at 9.4 µM; hit rate 0.32% among 310,000;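 active = every replicate shows inhibition above about 80%, whatever the replicate mean, limit read from the data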;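 note: 0% = DMSO neutral controls and 100% = 20 µM radicicol positive controls; yeast relying on Plasmodium falciparum Hsp90 in place of its own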
CAL PDZ FP-2 = CAL PDZ peptide-binding inhibitors, primary screen, biochemical, fluorescence polarization, Cer-tagged CAL PDZ, HTS; hit rate 0.02% among 330,000; AID 504414, 2011; purified CAL PDZ, TMR-peptide fluorescence polarization, 1 h; inhibition, % at 20 µM;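 active = highest replicate inhibition of at least 40%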;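 note: plate controls were DMSO neutral control wells for no effect and unlabeled competitor peptide control wells for full effect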
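Test system: tagged CAL PDZ domain / Buffer or medium: sodium phosphate/NaCl buffer pH 7.4 with TCEP, IgG, Thesit / Reagent: TMR-labelled reporter peptide T*-PRC34 bound in PDZ groove / Compound dosing: single point, 20 µM / Schedule: 1 h incubation at room temperature before polarization reading / Technique: fluorescence polarization (mP) / Benchmarks: unlabelled peptide, DMSO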
dFosB activator = activators of delta FosB homodimer, primary screen, biochemical, fluorescence polarization, TAMRA-CDK5 oligo, single point. purified delta FosB; percent of positive-control signal above neutral wells. Protein FosB (Mus musculus), P13346. activation, % at 25 µM. AID 493131, 2011. hit rate 0.99% among 340,000;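 active = mean activation above about 17%, with every replicate also reaching it, limit read from the data, passing the limit was not always enough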;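 note: fluorescence polarization rise as delta FosB binds a TAMRA Cdk5 AP-1 oligo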
PvdQ inh = P. aeruginosa PvdQ acylase inhibitors, primary screen, biochemical, fluorescence, plate reader and imaging, single point; purified PvdQ acylase; inhibition, % at 10 µM; AID 488965, 2010; hit rate 0.063% among 340,000; in the data active = inhibition above about 30%, passing the limit was not always enough;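 note: 0% = vehicle neutral wells and 100% = reference inhibitor wells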
SR-BI DiI-HDL act = activators of SR-BI mediated DiI-HDL uptake, primary screen, ldlA[mSR-BI] CHO cells, DiI fluorescence; AID 504775, 2011; activation, % at 12.5 µM; 3 h; 100 = double the neutral-control signal; hit rate 0.096% among 320,000;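 active = mean replicate activation of at least 60% and every replicate at or above 60%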;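 note: 0% = median plate neutral-control signal and 100% = twice that signal; values of inactives mirror those of a sister screen read the other way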
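Test system: SR-BI-overexpressing, LDLR-lacking CHO cells. Measured by: DiI fluorescence, bottom read. Medium: Ham's F12 with 0.5% BSA, HEPES 25 mM, pH 7.4. Timing: 3 h uptake period with compound, 37 °C.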
* marks the source's active call; other numbers are inactive results; i = inactive; · = no result given.

SMILES	SR-BI HDL uptake	Rtt109 HAT inh	NSD2 inh	CAL PDZ FP-1	MITF TRPM1 HTS	PfHsp90 set2	CAL PDZ FP-2	dFosB activator	PvdQ inh	SR-BI DiI-HDL act
O=C(CN1CCc2[nH]c3ccccc3c2C1)N1CCCCC1	-22	-1	7	-2	·	-5	-0.8	0	-6	22
CCc1nnc(NC(=O)C2CCCO2)s1 (stereo unspecified)	-26	-21	·	-4	11	-4	-2.2	0	1	26
Fc1ccc(Br)cc1C1C=C(c2cccnc2)Nc2ncnn21 (stereo unspecified)	-2	i	·	·	-12	-83	-0.4	6	-1	2
CC(C)NC(=O)NC(=O)CSc1nnc(COc2ccccc2F)n1C(C)C1CC2CCC1C2 (stereo unspecified)	-19	-2	1	24	2	-10	-2.3	-22	-10	19
Cc1nc2c3ccccc3nc(NNC(=O)CCC(=O)NCCN3CCN(c4ccccc4)CC3)n2n1	3	4	1	-2	8	15	-1.8	-1	-3	-3
O=C1C(Cl)=C(NC2CCCCC2)C(=O)N1c1ccc(Cl)cc1	9	-13	-3	-2	62	3	-0.8	5	-16	-9
COC(=O)c1cccc(F)c1C(=O)c1cccc2ccccc12	17	3	-3	·	-17	·	-1.1	-5	-12	-17
C/C(=N\Nc1nccnc1Cl)c1ccc(Br)cc1	-4	1	17	4	20	6	-0.4	-6	1	4
O=C(OCC(=O)N1CCN(c2ccccc2)CC1)c1ncc(Cl)c(Cl)c1Cl	11	-10	0	-6	5	-8	-3.7	-1	2	-11
CN(C)S(=O)(=O)n1cnc([C@@H]2[C@H]3C(=O)OC[C@@H]3C[C@@]23N=CN(Cc2ccccc2)C3=O)c1	-31	2	·	-1	0	-8	0.1	-7	1	31
COc1cc(/C=N/N(C)C)ccc1OC(=O)c1cccs1	2	-5	7	-3	0	2	-0.9	-5	-11	-2
CC(=O)c1cccc(NS(=O)(=O)c2csc(C(N)=O)c2)c1	-7	-5	-1	-4	-2	-16	·	1	-2	7
COc1ccc(-c2nnc(SCc3nnc(-c4ccc(Cl)cc4)o3)n2-c2ccccc2)cc1	37	5	-2	1	·	·	-3.1	-3	3	-37
COc1ccc(CCN2C(=O)CSC2c2ccc(F)cc2)cc1 (stereo unspecified)	-10	7	-4	-7	13	1	-2.1	0	-9	10
CCN(CC(=O)Nc1ccc([N+](=O)[O-])cc1OC)CC(=O)NC(C)(C)C	47	-1	-4	-1	-1	3	-3.1	-7	-12	-47
CCS(=O)(=O)c1ccc(N=Nc2ccc(O)c3ncccc23)c(OC)c1	46	23	24	0	-65	59	1.6	-13	-12	-46
COCCCNC(=O)Cn1ccc(NC(=O)OCc2ccccc2)nc1=O	6	-4	·	0	14	-6	-1.2	4	0	-6
COc1cc2c(cc1NC(=O)C(C)Sc1ccc(NC(C)=O)cc1)oc1ccccc12 (stereo unspecified)	58	5	-2	3	15	16	-1.1	-8	-11	-58
O=C(COc1c(F)c(F)cc(F)c1F)NNC(=O)CC1CCS(=O)(=O)C1 (stereo unspecified)	58	-7	2	-5	11	-4	-0.9	9	-6	-58
COCCN(C(=O)COC(=O)/C=C/c1cccs1)c1c(N)n(Cc2ccccc2)c(=O)[nH]c1=O	3	3	-1	-5	-10	·	-0.3	13	6	-3
COC(=O)c1ccc[n+](CC(=O)c2ccc(Br)cc2)c1	6	0	-1	4	-12	·	0.1	4	-12	-6
CCOC(=O)C1C(c2ccc3c(c2)OCO3)NC(=O)NC1(O)C(F)(F)F (stereo unspecified)	-7	-2	0	·	3	4	0.8	-4	-10	7
O=C(CSc1ncn[nH]1)NCCOc1ccccc1	-6	-8	-2	-2	-6	6	-0.2	9	-10	6
COc1ccccc1C(=O)Nc1cccc2nc(C)ccc12	34	1	1	82*	·	16	8.1	-9	-12	-34
Cc1ccc(N2CC(C(=O)Nc3ccc4c(c3)OCCO4)CC2=O)cc1C (stereo unspecified)	-1	-3	-1	-13	1	-51	-1.4	-9	-10	1
CC(=O)NC1(C(F)(F)F)C(=O)Nc2c1c(=O)[nH]c(=O)n2CCc1ccccc1 (stereo unspecified)	-12	9	-2	-4	·	-11	1.7	-1	23	12
Cc1cccc(NC(=O)c2ccc(S(=O)(=O)N3CCCCC3)cc2)n1	9	4	·	·	11	-29	-0.4	5	-11	-9
COc1ccccc1N(CC(=O)Nc1cccc(C(F)(F)F)c1)S(C)(=O)=O	4	-8	·	-4	5	1	0.7	-3	-3	-4
Cc1ccc(S(=O)(=O)N2CCOCC2)cc1NCC(=O)Nc1ccc(OC(F)(F)F)cc1	7	1	4	4	1	-32	0.0	5	-3	-7
O=C(NCc1ccccn1)C1CCN(Cc2cccc(OCc3ccccc3)c2)CC1	-20	3	4	0	5	-6	-0.2	-9	-5	20
CCN(CC)S(=O)(=O)c1ccc2nc(SC)sc2c1	-19	-3	-6	·	5	4	-1.8	-11	-13	19
CSc1nc(SCC(=O)O)c2sc3nc(-c4ccccc4)c4c(c3c2n1)CCC4	-30	-2	·	-8	10	-20	-5.3	-39	-3	30
c1ccc(CCc2nn3c(C4COc5ccccc5O4)nnc3s2)cc1 (stereo unspecified)	-27	-2	-4	-4	16	8	-1.0	-5	8	27
NS(=O)(=O)c1ccc(CCNC(=O)c2ccc(Cn3c(=O)[nH]c4ccccc4c3=O)cc2)cc1	-3	-8	0	0	-5	-8	-7.2	34*	-16	3
Cn1c(=O)oc2cc(S(=O)(=O)CCC(=O)NCCc3ccccc3)ccc21	-28	4	3	-2	3	19	-1.9	6	-4	28
O=C(NCCc1ccc(OC(F)F)cc1)C1CC(=O)N(c2ccc3c(c2)OCCO3)C1 (stereo unspecified)	30	-4	-1	-3	3	0	-1.4	-7	-9	-30
CCOC(=O)c1ccc(-n2c(=O)[nH]c3ccccc3c2=O)cc1	-13	-9	-1	-2	11	19	-2.2	2	-16	13
CN(C)c1ccc(C(=O)OCC#CCSc2nnc(-c3cccc4ccccc34)o2)cc1	61	15	·	4	9	-2	-0.7	-3	13	-61
O=C1CSC(c2ccc(F)c(F)c2)N1c1ccccc1F (stereo unspecified)	2	-5	-1	-1	-3	7	-1.6	-2	-9	-2
CC(O)c1cc2c(cc1NC(=O)c1cnn3c1NC(c1ccco1)CC3C(F)(F)F)OCO2 (stereo unspecified)	-13	9	·	-5	7	5	-0.3	-1	5	13
O=C(CN1CCCCC1)Nc1cccc(Oc2ccccc2)c1	17	1	-2	9	6	9	-0.7	-14	-7	-17
N#Cc1cc2c(nc1SCc1ccccc1)CCCC2=O	4	2	9	0	3	-92	-0.3	3	21	-4
CN(C)c1ccc(NC(=O)CN2CCN(c3ccc(F)cc3)CC2)cc1	-1	-2	5	-5	·	-4	0.7	3	-3	1
COCc1ccc(-c2c(-c3cccc(OC)c3)sc3ccc(OC)cc23)cc1	29	-5	·	1	-6	-11	-2.6	-7	-10	-29
Cc1ccc(OCC(=O)N/N=C/c2cccn2C)cc1C	4	-4	5	-5	10	-30	0.6	-7	-12	-4
CC(C)/C=C(/C(=O)c1ccc(Cl)cc1Cl)n1cncn1	-19	-2	1	0	-32	68	0.0	-9	-16	19
O=C(CSc1ccccc1)NCc1ccco1	3	2	12	0	21	8	-1.0	-5	-10	-3
CCOC(=O)C1=NN(C(=O)c2ccco2)C2(CC2)C1	-27	-5	25	-1	-2	-30	-2.4	-8	-19	27

Among those listed so far, 9 contain an aryl methoxy group.
SMILES	SR-BI HDL uptake	Rtt109 HAT inh	NSD2 inh	CAL PDZ FP-1	MITF TRPM1 HTS	PfHsp90 set2	CAL PDZ FP-2	dFosB activator	PvdQ inh	SR-BI DiI-HDL act
COc1cc(/C=N/N(C)C)ccc1OC(=O)c1cccs1	2	-5	7	-3	0	2	-0.9	-5	-11	-2
COc1ccc(-c2nnc(SCc3nnc(-c4ccc(Cl)cc4)o3)n2-c2ccccc2)cc1	37	5	-2	1	·	·	-3.1	-3	3	-37
COc1ccc(CCN2C(=O)CSC2c2ccc(F)cc2)cc1 (stereo unspecified)	-10	7	-4	-7	13	1	-2.1	0	-9	10
CCN(CC(=O)Nc1ccc([N+](=O)[O-])cc1OC)CC(=O)NC(C)(C)C	47	-1	-4	-1	-1	3	-3.1	-7	-12	-47
CCS(=O)(=O)c1ccc(N=Nc2ccc(O)c3ncccc23)c(OC)c1	46	23	24	0	-65	59	1.6	-13	-12	-46
COc1cc2c(cc1NC(=O)C(C)Sc1ccc(NC(C)=O)cc1)oc1ccccc12 (stereo unspecified)	58	5	-2	3	15	16	-1.1	-8	-11	-58
COc1ccccc1C(=O)Nc1cccc2nc(C)ccc12	34	1	1	82*	·	16	8.1	-9	-12	-34
COc1ccccc1N(CC(=O)Nc1cccc(C(F)(F)F)c1)S(C)(=O)=O	4	-8	·	-4	5	1	0.7	-3	-3	-4
COCc1ccc(-c2c(-c3cccc(OC)c3)sc3ccc(OC)cc23)cc1	29	-5	·	1	-6	-11	-2.6	-7	-10	-29

3 compounds from above, arranged by the number in PvdQ inh, largest number first.
SMILES	SR-BI HDL uptake	Rtt109 HAT inh	NSD2 inh	CAL PDZ FP-1	MITF TRPM1 HTS	CAL PDZ FP-2	dFosB activator	PvdQ inh	SR-BI DiI-HDL act
COc1ccc(-c2nnc(SCc3nnc(-c4ccc(Cl)cc4)o3)n2-c2ccccc2)cc1	37	5	-2	1	·	-3.1	-3	3	-37
COCCCNC(=O)Cn1ccc(NC(=O)OCc2ccccc2)nc1=O	6	-4	·	0	14	-1.2	4	0	-6
O=C(CN1CCc2[nH]c3ccccc3c2C1)N1CCCCC1	-22	-1	7	-2	·	-0.8	0	-6	22

Assay outcomes from PubChem.

Hits appear at their usual frequency. About 4.3% of those tested had a hit in this group.
